# A3G deaminase = inhibitors of human APOBEC3G DNA deaminase. AID 493012. Q9HC16. hit rate 0.28% among 330,000. inhibition, % at 20 µM. recombinant A3G, ssDNA deamination FAM/TAMRA fluorescence;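 active = inhibition of at least 40% at 20 µM, with no more than 30% in the related APOBEC3A deaminase screen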;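 note: plate controls were DMSO wells with A3G for no effect and wells lacking A3G enzyme for full effect; some compounds called inactive have numbers as strong as hits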
# Target sequence (Q9HC16 whole entry, looked up): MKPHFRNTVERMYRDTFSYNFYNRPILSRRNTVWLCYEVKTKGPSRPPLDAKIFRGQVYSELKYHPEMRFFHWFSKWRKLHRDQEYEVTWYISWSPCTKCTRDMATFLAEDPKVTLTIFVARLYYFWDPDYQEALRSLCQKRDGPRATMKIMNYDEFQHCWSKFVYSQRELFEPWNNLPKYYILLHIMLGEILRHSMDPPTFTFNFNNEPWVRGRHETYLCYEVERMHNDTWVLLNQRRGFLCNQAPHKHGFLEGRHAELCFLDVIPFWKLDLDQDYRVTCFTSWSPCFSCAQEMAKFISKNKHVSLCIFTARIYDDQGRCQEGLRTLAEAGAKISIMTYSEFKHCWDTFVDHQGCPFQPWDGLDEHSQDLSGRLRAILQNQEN
# A3A deaminase = human APOBEC3A DNA deaminase inhibition | P31941 | recombinant A3A, FAM/TAMRA ssDNA deamination fluorescence | inhibition, % at 20 µM | hit rate 0.41% among 330,000;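 active = at least 40% inhibition at 20 µM here, with at most 30% in a related deaminase screen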;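 note: plate controls were A3A with DMSO for no effect and wells lacking A3A enzyme for full effect; some results filed as inactive read as strong as hits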
# Target sequence (P31941 whole entry, looked up): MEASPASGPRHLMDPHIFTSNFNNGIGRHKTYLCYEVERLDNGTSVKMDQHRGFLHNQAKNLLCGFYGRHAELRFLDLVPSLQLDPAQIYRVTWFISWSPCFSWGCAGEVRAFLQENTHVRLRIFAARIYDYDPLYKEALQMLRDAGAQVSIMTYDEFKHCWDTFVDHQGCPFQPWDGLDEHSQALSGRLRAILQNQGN
# mIAP inh = blocks mouse intestinal alkaline phosphatase; AID 2806; inhibition, % at 10 µM; purified mouse IAP, CDP-Star luminescence, 30 min; hit rate 0.2% among 330,000;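 active = inhibition of at least 40% at 10 µM in the primary screen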;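 note: plate controls were DMSO with enzyme for no effect and no enzyme wells for full effect; values of inactives mirror those of a sister screen read the other way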
# MIN6 prolif = MIN6 beta-cell proliferation induction | MIN6 cells proliferation, ATPlite luminescence, 48 h; cells starved in 0.2% serum; 100% = growth in 10% serum | proliferation, % at 10 µM | hit rate 0.29% among 330,000 | AID 2380;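 active = compounds whose signal lies at least 3.5 SD above the mean of all wells on their plate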;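 note: 0% = DMSO-treated cells in low-serum medium and 100% = 10% serum control; some compounds called inactive have numbers as strong as hits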
# hIAP block = human IAP inhibition; purified IAP, CDP-Star luminescence, 30 min; inhibition, % at 10 µM; P09923; hit rate 0.12% among 330,000;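 active = inhibition reaching a set limit with compound at 10 µM in the primary screen, cut at about 35% in these data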;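 note: plate controls were DMSO wells with enzyme for no effect and no-enzyme buffer wells for full effect; values of inactives mirror those of a sister screen read the other way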
# NALP3 yeast inh = inhibitors of NALP3 inflammasome in yeast; Yeast reconstituted NLRP3/ASC/caspase-1, beta-gal luminescence, 24 h; inhibition, % at 10 µM; hit rate 0.39% among 330,000; AID 2825;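 active = inhibition of 50% or more; inactive = inhibition below 50%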;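 note: plate controls were induced DMSO wells for no effect and uninduced yeast grown without galactose for full effect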
# hIAP act = increases human intestinal alkaline phosphatase activity | P09923 | purified human IAP, CDP-Star luminescence, 30 min; stronger effect = higher value; 1 = vehicle-only enzyme, 0 = enzyme-free background | activation factor at 10 µM | hit rate 0.16% among 330,000 | AID 2524;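 active = activation factor of the enzyme at least 2-fold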; note: the source names both 10 and 20 µM as test concentration; values of inactives mirror those of a sister screen read the other way
# mIAP activ = increases mouse intestinal alkaline phosphatase activity | muIAP, CDP-Star luminescence, 30 min; stronger effect = higher value; 1 = vehicle-only enzyme signal, 0 = enzyme-free wells | activation factor at 10 µM | hit rate 0.24% among 330,000 | AID 2805;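 active = activation factor of at least 2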; note: the source names both 10 and 20 µM as test concentration; values of inactives mirror those of a sister screen read the other way
#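 Assay system: mouse IAP enzyme; Reagent: CDP-Star chemiluminescent phosphatase substrate; Compound: DMSO-dissolved test compounds; Incubation: 30 min, room temperature; Technique: luminescence from enzymatic CDP-Star hydrolysis; Controls: DMSO-only wells and no-enzyme negative control.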
# SENP1 inh = blocks the human SENP1 SUMO protease catalytic domain | recombinant SENP1 catalytic domain, CyPet-SUMO1-YPet FRET cleavage | inhibition, % at 10 µM | hit rate 0.21% among 360,000 | AID 624204;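 active = inhibition at least 30% at 10 µM, raw YFP signal under a set limit, fluorescence ratio 0.5 to 1.5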;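 note: 0% = enzyme with DMSO and 100% = no enzyme wells; some results filed as inactive read as strong as hits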
# Target sequence (Q9P0U3 419-644 limits assumed): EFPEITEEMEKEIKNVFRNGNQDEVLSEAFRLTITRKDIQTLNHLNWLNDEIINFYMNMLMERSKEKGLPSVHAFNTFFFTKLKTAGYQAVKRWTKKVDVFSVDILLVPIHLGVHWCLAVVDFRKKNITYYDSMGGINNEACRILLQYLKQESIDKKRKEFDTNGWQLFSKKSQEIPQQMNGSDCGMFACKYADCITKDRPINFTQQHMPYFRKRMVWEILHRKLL
#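 Test system: hSENP1 catalytic domain, recombinant; Amount: 20 pM final SENP1 enzyme; Medium: Tris pH 8 buffer plus EDTA, NaCl, BME, BSA, NP40, catalase; Schedule: 50 min enzyme reaction, room temperature, light-protected; Technique: FRET fluorescence in CFP and YFP emission channels; Controls: no-enzyme wells low, DMSO-plus-enzyme wells high control.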
# Starred values were filed as active, the others as inactive; / = not tested or not shown; & = joins results of further samples.
SMILES	A3G deaminase	A3A deaminase	mIAP inh	MIN6 prolif	hIAP block	NALP3 yeast inh	hIAP act	mIAP activ	SENP1 inh
Cc1ccc(/C=N/NC(=O)Cc2c(F)cccc2Cl)s1	0	9	-7	2	-4	16	1	1.1	1
O=C(NC(=S)NCc1ccccc1Cl)c1cccs1	-5	-2	8	-6	-4	16	1	0.92	0
Cc1ccc(S(=O)(=O)NNC(=O)c2ccncc2)cc1[N+](=O)[O-]	-9	-6	2	-4	-2	16	1	0.98	2
CC(C)OC(=O)CC(=O)CSc1nc2c(cc1C#N)CCCCCC2	-4	-2	1	-6	-6	8	1.1	0.99	-25
Cc1ccc2c(C)c(C(=O)N(Cc3ccncc3)CC3CCCO3)oc2c1C (stereo not given)	0	4	2	7	-1	11	1	0.98	0
Cc1ccc(Nc2ccc(-n3ccnc3)nn2)cc1C	-5	-4	-8	-3	-18	27	1.2	1.1	-1
COc1ccc(S(=O)(=O)N2CCCCCC2)cc1C(=O)OCC(=O)Nc1cc(C)on1	5	3	-1	-1	16	14	0.84	1	/
Cc1cc(NC(=O)COC(=O)c2cnccn2)ccc1Br	-3	-4	2	0	21	-11	0.79	0.98	-4
Cn1nnc2c[n+](CC(=O)c3ccc4ccccc4c3)cc(Br)c21	1	7	18	-6	6	6	0.94	0.82	1
CCOc1ccc(CCNC(=O)COC(=O)Cn2cnc3c2c(=O)n(C)c(=O)n3C)cc1OCC	13	24	-2	1	0	23	1	1	1
NC(=O)CN1CCN(Cc2ccc3c(c2)OCO3)CC1	-7	-8	-2	2	2	15	0.98	1	0
CN(C)c1ccc(CN2CCCC(O)C2)cc1 (stereo not given)	-5	-2	0	-6	8	-4	0.92	0.99	0
CC(=O)Nc1cccc(NC(=O)CSc2ccc(-c3ccco3)nn2)c1	2	2	10	0	-20	1	1.2	0.9	0
CCOC(=O)N1CC=C2C(C#N)=C(N)C(C#N)(C#N)[C@H](c3cccs3)[C@H]2C1	-1	-3	6	3	7	-12	0.93	0.94	-26
c1ccc(Cc2c[nH]c3ccccc23)cc1	-1	-5	-12	-4	-20	12	1.2	1.1	-1

# (next part)
SMILES	A3G deaminase	A3A deaminase	mIAP inh	MIN6 prolif	hIAP block	NALP3 yeast inh	hIAP act	mIAP activ	SENP1 inh
OCCNCC(O)Cn1ccc2ccccc21 (stereo not given)	-6	0	-2	-2	4	1	0.96	1	1
Cc1ccc(C(=O)Nc2cnc3ccccc3c2)cc1	-10	0	-4	-4	-58	38	1.6	1	0
O=C(NCc1cccnc1)c1ccc(S(=O)(=O)N2CCCCC2)cc1	-7	-1	13	1	0	10	1	0.87	2
CCCN(CC(=O)Nc1ccccc1OC)C(=O)CCC(=O)c1ccc(OCC)cc1	-6	0	-9	-5	4	17	0.96	1.1	-20
COc1ccccc1-c1nc(SC)n[nH]1	-5	-2	4	-3	4	19	0.96	0.96	1
Cc1ccccc1-c1cc(C(=O)NCc2cccc(C(F)(F)F)c2)nn1CC1CC(c2cccc([N+](=O)[O-])c2)=NO1 (stereo not given)	0	2	-5	-4	17	9	0.83	1	-1
CC(=O)Nc1ccc(S(=O)(=O)NCc2ccc(C(=O)NCc3ccc(Cl)cc3)cc2)cc1	-6	-3	5	-2	10	15	0.9	0.95	1
Cc1cc(OC(C)C(=O)N2C[C@H]3C[C@@H](C2)c2cccc(=O)n2C3)c2c(C)c(C)c(=O)oc2c1 (stereo not given in full)	-8	-3	-15	0	-20	15	1.2	1.2	1
CCOC(=O)c1c(NC(=O)CN(C)C2CCN(C)CC2)sc(C(=O)Nc2ccccc2)c1C	-11	-6	-5	-6	2	10	0.98	1.1	1
CCOCCCNC(=O)C(c1ccc(OC)cc1)N(Cc1ccc2c(c1)OCO2)C(=O)CNC(C)=O (stereo not given)	3	1	-6	1	-14	2	1.1	1.1	2
NCCNc1ccc([N+](=O)[O-])c(NC2CC2)c1	-4	2	9	0	-18	22	1.2	0.91	2
CC1Sc2ccc(S(=O)(=O)CCC(=O)NC3CCCC(C)C3C)cc2NC1=O (stereo not given)	3	-1	-8	0	3	2	0.97	1.1	2
COc1cccc(N2CCN(c3c(C#N)c(C(F)(F)F)nn3C)CC2)c1	-4	-2	-5	0	-3	14	1	1	1
CC(C)CCn1c(=O)c2sccc2n2c(CCCC(=O)N3CCC(N4CCCCC4)CC3)nnc12	-5	-1	2	-2	-21	14	1.2	0.98	-1
Cc1ccc(S(=O)(=O)N2CCCOC2CNC(=O)C(=O)NCc2ccccn2)cc1 (stereo not given)	-8	-3	-1	-3	-13	15	1.1	1	2

# New compounds follow.
SMILES	A3G deaminase	A3A deaminase	mIAP inh	MIN6 prolif	hIAP block	NALP3 yeast inh	hIAP act	mIAP activ	SENP1 inh
Cc1ccc(SCC(=O)OCC(=O)NCc2ccco2)cc1	-5	-1	-12	0	10	7	0.91	1.1	2
O=C(O)C1CCCN1c1ncccc1[N+](=O)[O-] (stereo not given)	-2	0	8	0	5	-4	0.95	0.92	-11
COc1ccccc1N1CCN(C(=O)CN2C(=O)c3ccccc3C2=O)CC1	3	-1	-2	0	-14	28	1.1	1	2
Clc1ncccc1-c1nc2ccccc2n1Cc1ccccc1	-4	-2	8	-3	6	-1	0.94	0.92	-28
O=C(CCc1nnc(-c2ccsc2)o1)NCc1ccccc1OC(F)(F)F	-7	-7	-2	-3	-10	-5	1.1	1	-11
O=C1OC(=O)C2C3CCC(O3)C12 (stereo not given)	-10	-1	-10	0	-2	16	1	1.1	/
Cc1cc(NC2CCCCC2)nc(NCc2ccccc2)n1	-3	-3	10	-6	8	29	0.92	0.9	-7
CCOC(=O)CN(C(=O)CSc1nnc(CNc2ccc(C)cc2C)n1CC)c1ccccc1	0	-3	5	-3	2	-7	0.98	0.95	0
CC(=O)c1ccc(Oc2ncnc(N)c2[N+](=O)[O-])cc1	-4	0	0	3	-2	14	1	1	4
CN(C)S(=O)(=O)c1ccc(NC(=O)Cn2ccsc2=N)cc1	-2	1	8	1	3	12	0.97	0.92	1
COc1ccc(C2CCCN2CC(O)COc2ccccc2C(C)C)cc1 (stereo not given)	-4	0	7	-4	8	13	0.92	0.93	0
O=C1NCC(O)=C1C=NC12CC3CC(CC(C3)C1)C2	-7&-2	2&-3	3&1	-3&-2	-1&10	15&4	1&0.9	0.97&0.99	0&2
CCOc1nc(NC(=O)NS(=O)(=O)c2cccc(Cl)c2)nc(-c2ccccc2)n1	-3	1	-9	0	-15	8	1.2	1.1	1
COc1ccc(NS(=O)(=O)c2ccc3nc(COc4cccc5ccccc45)[nH]c3c2)cc1	-3	-2	-1	-5	-22	-11	1.2	1	-11
N#CC(C#N)=Cc1ccc(OCC(=O)N2CCOCC2)cc1	-2	-6	-3	-2	-17	9	1.2	1	-4

# Following part
SMILES	A3G deaminase	A3A deaminase	mIAP inh	MIN6 prolif	hIAP block	NALP3 yeast inh	hIAP act	mIAP activ	SENP1 inh
CCS(=O)(=O)c1ccc(O)c(NC(=O)COc2ccc(OC)cc2)c1	-3	-1	3	-3	1	-1	0.99	0.97	2
CC1CCN(S(=O)(=O)c2ccc3c(c2)n(C)c(=O)n3C)CC1	-9	1	13	-5	-11	13	1.1	0.87	1
COC(=O)C1=C(C)NC(=O)/C1=C\c1cc(C)n(-c2cccc(C)c2)c1C	-5	-3	7	-3	-14	-17	1.1	0.93	15
CCN(CC)S(=O)(=O)c1ccc(N2CCOCC2)c(NC(=O)COc2ccccc2C)c1	-10	-3	3	-2	-8	10	1.1	0.97	3
CCN([C@H](CO)CC(C)C)S(=O)(=O)c1ccccc1	5	3	-6	/	/	/	/	1.1	3
Cc1cccc(NC(=O)C2c3ccccc3C(=O)N3CCc4ccccc4C23)n1 (stereo not given)	-4	2	3	0	-6	8	1.1	0.97	2
COc1ccc(CN2CCN(C(C)C)C(CCO)C2)cc1Cn1cccn1 (stereo not given)	-4	-1	3	2	-3	-1	1	0.97	1
CCOC(=O)CN1C(=O)C(O)=C(C(C)=O)C1c1ccc([N+](=O)[O-])cc1 (stereo not given)	-3	-1	5	-2	3	3	0.97	0.95	3
Cc1cc(=O)c2ccccc2s1	3	2	6	-1	20	10	0.81	0.94	4
Cc1ccc(NC(=O)CSCC(=O)Nc2ccc(N3CCOCC3)cc2N2CCOCC2)cc1	-10	-1	-6	3	-5	6	1	1.1	1
CC1=C(C(=O)Nc2cccc(C(=O)NC3CCCC(C)C3C)c2)SCCO1 (stereo not given)	-6	-6	-5	-3	-18	14	1.2	1	-1
Cc1ccc(C(=O)c2ccccc2C(=O)OCC(=O)N2CCCC2)cc1	-1	7	-4	-1	-18	4	1.2	1	-5
O=C(NNC(=S)Nc1ccc(Cl)cc1Cl)c1cccnc1	-4	-3	4	2	-74	14	1.7	0.96	0
CCOC(=O)N1CCC(N2CCN(S(=O)(=O)c3ccc(Cl)cc3)CC2)CC1	-7	3	1	-1	8	7	0.92	0.99	0
O=C(CNC(=O)c1cccs1)N/N=C/c1cccc(Br)c1	1	5	-3	1	-7	3	1.1	1	1

# Other structures follow:
SMILES	A3G deaminase	A3A deaminase	mIAP inh	MIN6 prolif	hIAP block	NALP3 yeast inh	hIAP act	mIAP activ	SENP1 inh
CCc1nnc(NC(=O)C2CCCN2S(=O)(=O)c2ccc(C)cc2)s1 (stereo not given)	-1	-1	-2	0	22	5	0.78	1	3
Cc1nn2c(N)c(-c3ccccc3)cnc2c1-c1ccccc1	-3	-4	7	-2	-26	19	1.3	0.93	-3
O=C(NCC(=O)N1CCCCCC1)c1ccc(Br)cc1	-9	-7	-11	0	6	21	0.94	1.1	3
CC1CC1C(=O)OCC(=O)c1c(N)n(C)c(=O)n(C)c1=O (stereo not given)	-5	4	-14	2	-8	-11	1.1	1.1	-3
COc1ccc(NC(=O)N2CCN(S(C)(=O)=O)CC2)c(OC)c1	1	-1	-6	-2	-5	0	1	1.1	0
COc1cc(CCC(=O)Nc2cccc(S(=O)(=O)N(C)C)c2)cc(OC)c1OC	0	3	-1	-1	0	-4	1	1	-1
O=C(CSc1ncc(-c2ccc(F)cc2)[nH]1)NCc1ccco1	3	12	11	-2	5	10	0.95	0.89	1
Cc1nc2c3ccccc3nc(NNC(=O)CCC(=O)N3CCCC(C)C3)n2n1 (stereo not given)	-2	-1	14	-2	-154	18	2.5*	0.86	1
C/C(=N/NC(=O)OC(C)(C)C)c1ccco1	0	-1	-4	0	12	10	0.88	1	2
CCc1ccc(/C=C2/C(=O)N(C)C(=S)N2CC(=O)OC)s1	-4	0	4	-1	-10	8	1.1	0.96	-87
O=C(CCN1C(=O)c2cccc3cccc(c23)C1=O)Nc1ccon1	1	8	-7	3	-1	20	1	1.1	0
O=C(Nc1ccc(S(=O)(=O)N2CCOCC2)cc1)c1cc([N+](=O)[O-])ccc1Cl	-11	-6	9	-5	-6	15	1.1	0.91	0
Cc1cc(C)nc(SCCN2CCOCC2)n1	-7	-15	9	-2	-4	-8	1	0.91	0
COc1ccc(CNC(=O)C(=O)NCCCn2ccnc2)cc1	-2	3	1	0	-1	-7	1	0.99	1

# Assay outcomes: PubChem BioAssay, Sanford-Burnham Center for Chemical Genomics

# Not all compounds are listed (hit frequency here may not be typical).
